Source: PubChem
DRD3 antagonist: D3 dopamine receptor (human) antagonism; P35462; D3R cells, DiscoveRx beta-arrestin luminescence, antagonist mode; hits give low values; max response, negative = inhibition, %; actives 2.5% (n = 360,000); in the data active = max response below about -50%; inconclusive = no clear call, values can overlap the other calls; note: % is set by controls: 0 for no effect and ±100 for the full control effect; mostly tested at two doses, the higher about 12 µM
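Cells plated overnight at 1500 cells/well, then exposed to library compounds with dopamine controls for 90 minutes at 37 degrees C. DiscoveRx reagent added for 30–60 minutes at room temperature; luminescence read, quantitative HTS format.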
TDP-43 yeast inh: inhibitors of TDP-43 toxicity in yeast; TDP-43 expressing yeast growth rescue, BacTiter-Glo, 24 h; Potency, µM (highest dose often 46.1 µM), without a hit: top-dose growth rescue (activation), hits mostly activators; actives 1.8% (n = 410,000); note: potency is the fitted concentration of half-maximal effect; % of control where 0% means no effect; nearly all actives have a fitted effect of over 50% in size
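In this qHTS, compounds that restore growth of yeast expressing TDP-43 appear as activators. Cells (OD600=0.02, galactose medium, raffinose-pregrown) are incubated with compound 24 hr at 30 deg C and growth is quantified by BacTiter-Glo.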
Abeta rescue: restores growth of yeast expressing A-beta42 peptide. yeast expressing A-beta42, growth rescue, OD600, 48 h; response scale: 0% DMSO, 100% iron-clioquinol control. Potency, µM (series often up to 46.1 µM), for inactives: top-dose growth rescue, usual class: activators. actives 0.063% (n = 410,000); note: potency is the fitted concentration of half-maximal effect; nearly all actives have a fitted effect of over 55% in size
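Yeast A-beta toxicity model in growth medium with pinned compounds, 48 h at 30 C; growth read as absorbance at 600 nm. Normalized to FeCl3/clioquinol equimolar mix (positive) and DMSO (negative).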
DRD3 agonist: activates the human D3 dopamine receptor | AID 652048 | max activation, % | actives 0.58% (n = 410,000) | D3R DiscoveRx beta-arrestin cells, luminescence, 90 min | P35462; in the data active = max activation above about 30%; note: 0% is about no effect; mostly tested at two doses, the higher about 12 µM
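Agonist mode: compounds and dopamine controls were applied to plated cells for 90 min at 37 degrees C after an overnight attachment at 1500 cells/well. Luminescent read-out followed 30 - 60 minutes at room temperature with DiscoveRx detection reagent.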
EPAC2 antagonist: antagonists of human EPAC2; EPAC2 GEF exchange of Rap1B-BODIPY-GDP, fluorescence; Potency, µM (highest dose often 114 µM), inactives show at the highest dose activity, negative = inhibition, actives largely listed as inhibitors; actives 0.18% (n = 360,000); AID 720708; note: potency is the fitted concentration of half-maximal effect; % is set by controls: 0 for no effect and ±100 for the full control effect; nearly all actives have a fitted effect of over 45% in size; many of its hits are not listed in these tables
Target sequence (Q8WZA2 whole entry, looked up): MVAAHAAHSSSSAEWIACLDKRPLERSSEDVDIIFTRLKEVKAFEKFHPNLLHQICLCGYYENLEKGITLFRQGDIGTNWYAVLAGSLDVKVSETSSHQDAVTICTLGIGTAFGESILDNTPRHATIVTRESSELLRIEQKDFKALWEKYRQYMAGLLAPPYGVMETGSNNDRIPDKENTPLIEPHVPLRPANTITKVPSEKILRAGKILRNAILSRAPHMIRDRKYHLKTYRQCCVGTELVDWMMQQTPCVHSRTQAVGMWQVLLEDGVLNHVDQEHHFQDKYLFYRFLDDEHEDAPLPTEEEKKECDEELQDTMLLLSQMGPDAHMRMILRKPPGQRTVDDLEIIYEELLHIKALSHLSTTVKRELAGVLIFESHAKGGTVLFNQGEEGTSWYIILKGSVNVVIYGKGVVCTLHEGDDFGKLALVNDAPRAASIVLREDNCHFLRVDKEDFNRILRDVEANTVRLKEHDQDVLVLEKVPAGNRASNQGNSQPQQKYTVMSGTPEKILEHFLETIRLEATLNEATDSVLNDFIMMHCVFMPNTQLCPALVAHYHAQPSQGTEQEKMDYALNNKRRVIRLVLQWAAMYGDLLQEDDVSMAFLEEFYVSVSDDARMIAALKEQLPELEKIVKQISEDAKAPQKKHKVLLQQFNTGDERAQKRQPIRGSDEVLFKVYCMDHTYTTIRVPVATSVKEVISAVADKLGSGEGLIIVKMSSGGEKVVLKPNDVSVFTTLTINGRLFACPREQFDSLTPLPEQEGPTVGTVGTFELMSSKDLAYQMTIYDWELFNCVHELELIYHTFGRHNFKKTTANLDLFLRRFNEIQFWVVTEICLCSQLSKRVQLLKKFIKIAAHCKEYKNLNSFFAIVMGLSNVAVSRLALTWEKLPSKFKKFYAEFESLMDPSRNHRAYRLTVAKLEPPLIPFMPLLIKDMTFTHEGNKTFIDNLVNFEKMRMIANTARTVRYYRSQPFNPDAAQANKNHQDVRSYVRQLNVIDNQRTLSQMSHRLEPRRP
FUS yeast rescue: suppressors of FUS proteinopathy in yeast; Potency, µM (highest dose often 76.6 µM), for inactives: top-dose growth rescue (activation), usual class: activators; AID 1347120; actives 0.24% (n = 390,000); S. cerevisiae FUS-expressing, growth rescue, OD600, 24 h;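 note: potency is the fitted concentration of half-maximal effect; plate controls were DMSO vehicle for no effect and reference control for full effect; nearly all actives have a fitted effect of over 55% in size; some results filed as inactive show a strong effect at the top dose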
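FUS-expressing yeast, raffinose-pregrown, induced in 2% galactose minimal medium at OD 0.005; compounds in a dilution series, 24hr at 30C. Growth restoration read as absorbance at 600 nm. CP55940 positive control, DMSO negative.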
EPAC2 agonist: agonists of human EPAC2 (RAPGEF4). Q8WZA2. EPAC2 activation, biochemical qHTS; response scale: 100% = 6.5 mM cAMP response. Potency, µM (titrated, usually from 154 µM), inactives show top-dose activation, usual class: activators. actives 0.079% (n = 360,000); note: potency is the fitted concentration of half-maximal effect; nearly all actives have a fitted effect of over 50% in size
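Nucleotide exchange monitored as fluorescence drop when BODIPY-GDP leaves Rap1B. Reaction: 100 nM EPAC2, 250 nM RAP1B-BODIPY-GDP, 50 uM GDP, room temperature, kinetic read over 30 min. Activity expressed relative to 6.5 mM cAMP.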
aSyn yeast inh: rescues yeast growth from alpha-synuclein toxicity. Yeast expressing alpha-synuclein, growth rescue, BacTiter-Glo, 24 h. Potency, µM (top dose mostly 46.1 µM), without a hit: at the highest dose growth rescue (activation), actives largely listed as activators. actives 0.14% (n = 370,000). AID 652106; note: potency is the fitted concentration of half-maximal effect; % of control where 0% means no effect; nearly all actives have a fitted effect of over 65% in size
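Screening used galactose-induced yeast with toxic alpha-synuclein levels, exposed to compound for 24 hr at 30 deg C. Cell growth, read with BacTiter-Glo luminescence, gave the measured signal.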
The depositor's hits bear a star; ? = inconclusive; . = not tested or not shown; [ ] = another dose, or the depositor's remark. Unless noted, calls come from the whole dose curve; as a rule, active = well fitted curve in the direction sought with a large enough effect; inconclusive = small, poorly fitted or top-dose-only effect, or another doubt; inactive = no such curve, though single readings can be large; an effect the other way counts as inactive or inconclusive. An excerpt (hit frequency here may not be typical).

no.	smiles	FUS yeast rescue	EPAC2 agonist	EPAC2 antagonist	DRD3 antagonist	DRD3 agonist	TDP-43 yeast inh	aSyn yeast inh	Abeta rescue
1	CC1CC(C)CN(CCCNC(=O)c2ccc3nc(N4CCOCC4)sc3c2)C1 (stereo unspecified)	-14%	2%	10%	-63*	-17	11%	1%	-3%
2	Cc1cccc(Oc2coc3cc(OCC(=O)NC4CCCCC4)ccc3c2=O)c1	28%	.	.	.	1	11%	.	-13%
3	Cc1ccnc2nc(C(=O)OCC(=O)Nc3ccc4c(c3)OCCO4)nn12	24%	-1%	22%	-4	-5	-17%	-4%	7%
4	Cc1ccc(NC(=O)Cc2ccccc2)cc1S(=O)(=O)N1CCOCC1	.	-3%	-1%	-15	-1	20%	-11%	-6%
5	CC(C)Cc1nnc(NC(=O)c2ccc3c(=O)n4c(nc3c2)CCC4)s1	.	4%	-1%	4	-6	-20%	-7%	8%
6	Cc1ccc(NC(=O)C(=O)NCCCN2CC(C(=O)O)CC2=O)cc1 (stereo unspecified)	8%	5%	3%	10	6	-9%	1%	16%
7	CN(C(=O)c1cccc(C(F)(F)F)c1)C1CCCc2ccccc21 (stereo unspecified)	23%	6%	-22%	3	2	28%	11%	27%
8	CC1=NN(c2ccccc2)C(=O)C1=Cc1ccccc1	37%	16%	19%	?	-3	-21%	-7%	5%
9	Cc1ccc(CNCCCSc2nc(C)cc(C)n2)cc1	-18%	-2%	-2%	-92*	-26	18%	2%	8%
10	COc1ccc(-c2nc3c(c(=O)n(C)c(=O)n3C)n2CC2CC(c3ccccc3)=NO2)cc1OC (stereo unspecified)	26%	0%	-12%	16	7	-6%	-7%	21%
11	CC(C)c1nc(CNC(=O)CC2C(=O)NCCN2Cc2ccc(F)cc2Cl)cs1 (stereo unspecified)	39%	-5%	-11%	-7	-6	-11%	-3%	-5%
12	CCc1cccc(NC(=O)Cn2c3[n+](c4ccc(C(F)(F)F)cc42)CCCCC3)c1	.	7%	-5%	5	-10	0%	0%	5%
13	O=C(CCCn1c(SCC(=O)c2ccc(Cl)cc2)nc2ccccc2c1=O)NCc1ccco1	9%	8%	-1%	-2	0	3%	3%	3%
14	Cc1ccc(CNC(=O)/C=C/c2ccccc2Cl)cc1	-7%	4%	13%	5	-4	18%	-1%	5%
15	CCn1c(SCc2ccc([N+](=O)[O-])cc2)nnc1C(C)NC(=O)c1ccc(C)cc1 (stereo unspecified)	9%	1%	4%	7	2	10%	5%	21%
16	Cc1ccc(NC(=O)CN(C)C(=S)NC2CC2)cc1	-9%	2%	1%	-1	0	-6%	1%	-17%
17	CCc1ccc(NC(=O)C(C)n2nnc3sc(-c4ccccc4)cc3c2=O)cc1 (stereo unspecified)	1%	.	.	.	-18	11%	.	-1%
18	COc1cc(Br)c(C(C)NC(=O)c2ccccc2)cc1OC (stereo unspecified)	52%	6%	18%	-17	40*	-2%	-13%	2%
19	COc1cccc(Cn2c(=O)c3ccccc3n3nc(C)cc23)c1	-5%	14%	50µM*	15	10	5%[9.22 µM]	6%	2%
20	O=C(CSc1nnc(Cc2cccs2)n1Cc1ccco1)Nc1cc(Cl)cc(Cl)c1	26%	14%	-3%	18	-3	24%	13%	-2%
21	CCCc1nnc(NC(=O)c2cc3ccccc3oc2=O)s1	4%	6%	1%	0	1	-15%	-2%	-18%
22	CC(=O)c1ccc(OCCCC(=O)Nc2cccc(S(=O)(=O)N(C)C)c2)cc1	.	-1%	-1%	-20	3	3%	0%	6%
23	COc1ccc(CNC(=O)C2CCN(S(=O)(=O)c3ccc4c(c3)C(C)(C)C(=O)N4C)CC2)cc1	6%	19%	8%	0	1	15%	-1%	4%
24	COc1ccccc1CNC(=O)COc1ccc([N+](=O)[O-])cc1	4%	-4%	-3%	10	-5	3%[9.22 µM]	0%	-8%
25	O=C(CCc1nc2ccccc2c(=O)[nH]1)OCc1ccc(Cl)cc1Cl	-18%	-5%	2%	-3	4	20%	4%	20%
26	COC(=O)c1cccc(NC(=O)c2ccc3c(c2)C(=O)N(CC2CCCO2)C3=O)c1 (stereo unspecified)	28%	-4%	10%	43	1	13%	-8%	0%
27	CC(C)(C)c1ccc(S(=O)(=O)n2c(CN3CCOCC3)nc3ccccc32)cc1	3%	2%	-7%	0	-6	15%	-1%	-7%
28	C=CCc1cccc(CNc2nc3ccccc3n2C)c1O	-15%	13%	-14%	5	-5	16%	-2%	-8%
29	CC(CN1CCN(C)CC1)OC(=O)c1cccc(F)c1 (stereo unspecified)	-11%	3%	-1%	-12	-2	6%	-1%	2%
30	O=C1Nc2ccccc2CCC1Sc1nnc(-c2ccc(Cl)cc2)s1 (stereo unspecified)	12%	2%	-1%[57.1 µM]	15	6	11%	0%	6%

Limited to Abeta rescue, TDP-43 yeast inh and EPAC2 antagonist (3 entries from above):
no. | SMILES | Abeta rescue | TDP-43 yeast inh | EPAC2 antagonist
26 | COC(=O)c1cccc(NC(=O)c2ccc3c(c2)C(=O)N(CC2CCCO2)C3=O)c1 (stereo unspecified) | 0% | 13% | 10%
27 | CC(C)(C)c1ccc(S(=O)(=O)n2c(CN3CCOCC3)nc3ccccc32)cc1 | -7% | 15% | -7%
28 | C=CCc1cccc(CNc2nc3ccccc3n2C)c1O | -8% | 16% | -14%

Next section
no.	smiles	FUS yeast rescue	EPAC2 agonist	EPAC2 antagonist	DRD3 antagonist	DRD3 agonist	TDP-43 yeast inh	aSyn yeast inh	Abeta rescue
31	N#Cc1cccnc1N1CCN(C(=O)c2ccc3c(c2)S(=O)(=O)c2ccccc2C3=O)CC1	10%	-5%	17%	-1	-6	-18%	0%	0%
32	O=C(Nc1cccc(-c2cn3cccnc3n2)c1)c1ccc(Br)o1	-10%	5%	-6%	27	0	3%	3%	6%
33	CCn1c(C2CCN(Cc3ccccc3)CC2)n[nH]c1=S	23%	7%	-7%	-14	-18	-25%	-12%	-12%
34	O=C(Oc1ccc(/C=N/Nc2ccccc2)cc1)c1ccccc1	23%	5%	-4%	-28	-2	-5%	-4%	10%
35	CCCC(=O)C1=C(O)C(C(=O)OC)C(C)(C)CC1=NC(C)(C)C (stereo unspecified)	29%	3%	17%	13	1	1%	-1%	-4%
36	CCOC(=O)c1noc2nc(C)n(CC(=O)Nc3ccc(OC)c(Cl)c3)c(=O)c12	-3%	.	.	.	-10	3%	-1%	-19%
37	CCS(CC)=NS(=O)(=O)c1ccc(NC(C)=O)cc1	-13%	21%	3%	0	10	17%	1%	3%
38	CCOC(=O)c1c(C)[nH]c(C)c1S(=O)(=O)N1CCCC(C(=O)Nc2ccc(C)c(N(C)C)c2)C1 (stereo unspecified)	13%	.	.	.	2	18%	.	-10%
39	Nc1nnnn1/N=C/c1ccc(O)cc1	-1%	-1%	-7%	-22	1	0%	-15%	-1%
40	O=C(CCc1ccccc1)NNC(=S)NC(=O)c1ccc(Cl)cc1	-2%	8%	-1%	24	-9	14µM*	13µM*	?
41	COc1cccc(NC(=O)Cn2c(=O)n(-c3ccc(Cl)cc3)c(=O)c3sc4ccccc4c32)c1	38%	.	.	.	8	4%	.	-13%
42	CCOC(=O)c1c(CSc2ccccc2)n(C)c2ccc(O)c(CN3CCN(C)CC3)c12	26%	8%	-1%	-16	-7	8%	-12%	2%
43	O=C(Nc1ccccc1Cl)c1ccc(S(=O)(=O)N2CCOCC2)cc1	-20%	7%	-7%	4	-3	10%	-1%	-13%
44	Cc1cc(C)n2cc(CSc3ncccc3C(=O)O)nc2n1	-2%	3%	9%	-10	-12	-8%	-7%	-17%
45	Cn1c(SCC(=O)NC(C)(C)C)nnc1-c1ccc(C(C)(C)C)cc1	11%	0%	3%	6	11	-13%	5%	-5%
46	Cc1cc(C)nc(NS(=O)(=O)c2ccc(NC(=O)COc3ccccc3F)cc2)n1	.	-4%	2%	7	9	-5%	-14%	14%
47	COCCNC(=S)N(C)[C@H]1C[C@H]2c3cc(-c4ccccc4)ccc3CCN2C(=O)[C@H]1[C@H](C)O	?	14%	-7%	1	4	6%	9%	-10%
48	O=C(NCCCN1CCOCC1)C1CCC(=O)N1C1CCCCC1 (stereo unspecified)	-5%	-1%	-3%	-19	0	-9%	1%	-10%
49	CCOc1ccc(Cl)cc1-c1cc(C(=O)NCCOC)[nH]n1	-2%	6%	22%	0	-10	25%	19%	-11%
50	Cc1ccccc1-c1noc(CCC(=O)Nc2cccc(C)c2C)n1	-7%	.	.	.	-5	9%	.	-19%
51	COc1cc(OC)c(CN2CCC(Cc3ccccc3)CC2)cc1Br	13%	6%	6%	?	-10	-15%	2%	-1%
52	CCC(C)[C@H](NC(=O)NCCCn1ccnc1)C(=O)OC (stereo partly specified)	.	-6%	-8%	0	-4	-11%	1%	23%
53	CC1CCN(C(=O)COC(=O)c2cc3ccccc3oc2=O)CC1	14%	-15%	13%	-9	-14	0%	-2%	-15%

Compound profiles, from the list above:
Shown for COCCNC(=S)N(C)[C@H]1C[C@H]2c3cc(-c4ccccc4)ccc3CCN2C(=O)[C@H]1[C@H](C)O = FUS yeast rescue = ?; EPAC2 agonist = 14%; EPAC2 antagonist = -7%; DRD3 antagonist = 1; DRD3 agonist = 4; TDP-43 yeast inh = 6%; aSyn yeast inh = 9%; Abeta rescue = -10%
Shown for Cn1c(SCC(=O)NC(C)(C)C)nnc1-c1ccc(C(C)(C)C)cc1 = FUS yeast rescue = 11%; EPAC2 agonist = 0%; EPAC2 antagonist = 3%; DRD3 antagonist = 6; DRD3 agonist = 11; TDP-43 yeast inh = -13%; aSyn yeast inh = 5%; Abeta rescue = -5%
Shown for Cc1ccccc1-c1noc(CCC(=O)Nc2cccc(C)c2C)n1 = FUS yeast rescue = -7%; EPAC2 agonist = .; EPAC2 antagonist = .; DRD3 antagonist = .; DRD3 agonist = -5; TDP-43 yeast inh = 9%; aSyn yeast inh = .; Abeta rescue = -19%
